Assay outcomes as filed in PubChem.
Redox H2O2 prof – compounds producing H2O2 with reducing agent – biochemical, NIH compound library profiling, artefact control for MLSCN library redox annotation, primary screen. activation, % at 10 µM. AID 878, 2007. DTT-dependent redox cycling H2O2, phenol red/HRP absorbance; 100% = 100 µM peroxide control, 0% = buffer. 200,000 compounds, 0.03% hits;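 active = activation of at least 50% relative to the plate's high and low controls in the primary single-dose screen; inactive = activation below 50%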;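 note: compound incubated with DTT at 0.8 mM final as the reducing agent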
NF-kB expr up – activators of NF-kB expression in neurons, primary screen, cell-based, HTS | human neuronal cells, NF-kB reporter expression; active compounds read high | fold change at 12.5 µM | 190,000 compounds, 1.6% hits | AID 1239, 2008; in the data active = fold change above about 3.3
FLuc act counter – FLuc activators, initial screening, artefact control for FLuc-dependent activation tests, biochemical, ATPlite luminescence | Luciferin 4-monooxygenase (Photinus pyralis), P08659 | 200,000 tested, under 10 active | AID 1027, 2008 | activation factor at 10 µM | ATPlite luciferase biochemical, 10 min; 0 = ATP-free wells, 1 = DMSO control;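 active = luciferase activation factor, scaled between plate controls, of at least 2 with compound at 10 µM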
Target sequence (P08659 whole entry, looked up): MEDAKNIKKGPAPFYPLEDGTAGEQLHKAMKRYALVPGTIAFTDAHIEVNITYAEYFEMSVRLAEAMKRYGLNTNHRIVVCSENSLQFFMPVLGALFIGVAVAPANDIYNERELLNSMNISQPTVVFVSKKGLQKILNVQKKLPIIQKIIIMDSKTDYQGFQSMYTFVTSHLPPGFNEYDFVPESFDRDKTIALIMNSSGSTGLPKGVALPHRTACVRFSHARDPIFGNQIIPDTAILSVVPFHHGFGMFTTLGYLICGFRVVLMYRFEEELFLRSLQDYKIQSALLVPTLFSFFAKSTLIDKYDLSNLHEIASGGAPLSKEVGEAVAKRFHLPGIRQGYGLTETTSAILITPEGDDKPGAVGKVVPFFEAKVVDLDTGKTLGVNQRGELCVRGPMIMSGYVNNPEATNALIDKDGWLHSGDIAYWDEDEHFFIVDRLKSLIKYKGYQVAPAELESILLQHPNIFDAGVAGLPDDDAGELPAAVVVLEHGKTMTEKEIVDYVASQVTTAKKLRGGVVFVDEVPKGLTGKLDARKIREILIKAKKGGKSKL
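test system = cell-free luciferase reagent | medium = PBS as buffer for the ATP substrate | dosing = test compounds dosed from 2 mM stocks in 100% DMSO | incubation = 10 min at ambient temperature | detection = luminescence measurement of luciferase light output | benchmarks = low control with PBS replacing ATP, high control enzyme plus ATP without compound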
G6PDH CS – L. mesenteroides G6PDH inhibitors, counter-screen for G6PDH-coupled screening assays, biochemical, Leuconostoc mesenteroides enzyme; Purified L. mesenteroides G6PDH, diaphorase/resazurin coupled fluorescence, 45 min; inhibition, % at 5 µM; 200,000 compounds, 0.12% hits; AID 1020, 2008; in the data active = inhibition above about 50%
FLuc inhib CS – firefly luciferase enzyme inhibitors, primary screen, artefact control for luciferase-based inhibitor screens, biochemical, luminescence, ATPLite; Luciferin 4-monooxygenase (Photinus pyralis), P08659; 10 min; inhibition, % at 10 µM; 200,000 compounds, 1.5% hits; AID 1006, 2008;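 active = inhibition above about 50% when tested at 10 µM, limit read from the data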
STAT1 act – STAT1 signaling activators, primary screen, cell-based, HTS, luciferase reporter; NIH 3T3 STAT1-luciferase reporter, IFN-gamma, luminescence; 100% = IFN-gamma alone, no compound; activation (% of control), % at 5.5 µM; 200,000 compounds, 2.6% hits; AID 932, 2007;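 active = activation above the screen-wide mean activation plus 3 SD, cut at about 130% in these data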;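 note: raw ratio to IFN-gamma control signal so 100% means no change and 0% no light; values of inactives mirror those of a sister screen read the other way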
Hsp70 act – Hsp70 transcriptional activators, primary screen, cell-based, HeLa, Hsp70 promoter luciferase, luminescence, 10 µM | HeLa Hsp70 promoter luciferase reporter; scaled: vehicle 0, proteasome-inhibitor control 100% | activation, % at 10 µM | 200,000 compounds, 0.04% hits;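 active = activation above the mean across all tested compounds plus 3 SD, cutoff set per campaign, cut at about 5.5% in these data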;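 note: 100% = MG132 at 30 µM as the positive control and 0% = DMSO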
Efa HMGR inh – inhibitors of E. faecalis class II HMGR, primary screen, biochemical, Enterococcus faecalis | 190,000 compounds, 0.41% hits | AID 1066, 2008 | inhibition, % at 10 µM | purified E. faecalis HMGR, NADPH absorbance 340 nm kinetic;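 active = inhibition above a set limit, the median over all tested compounds plus 3 SD, cut at about 9.5% in these data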;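 note: enzyme runs in reverse so mevalonate oxidation gives rising NADPH absorbance; 0% = complete reaction with DMSO and 100% = background rate lacking mevalonate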
APP 5'UTR act – activators of APP 5'UTR luciferase reporter, primary screen, SH-SY5Y cells | SH-SY5Y APP 5'UTR luciferase reporter, luminescence; zero percent = DMSO vehicle wells | activation, % at 2 µM | 190,000 compounds, 1% hits | AID 1276, 2008;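 active = activation above a set limit, based on mean plus 3 SD of controls, cut at about 140% in these data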; note: values of inactives mirror those of a sister screen read the other way
APP 5UTR inh – inhibitors of APP translation via 5'UTR reporter, primary screen, APP 5'UTR luciferase, SH-SY5Y cells; inhibition, % at 2 µM; SH-SY5Y APP 5'UTR-luciferase reporter, luminescence; AID 1285, 2008; 190,000 compounds, 0.82% hits;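 active = inhibition above a set limit, derived from the sample mean plus 3 SD, cut at about 45% in these data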; note: values of inactives mirror those of a sister screen read the other way
* = called active by the depositor; & = joins results of further samples.

CCC(CC)C(=O)c1c[nH]c(C(=O)N2CCN(c3ccccc3)CC2)c1 was read as Redox H2O2 prof -0.5, NF-kB expr up 1.2, FLuc act counter 1.1, G6PDH CS 16, FLuc inhib CS -6, STAT1 act 98, Hsp70 act -0.4, Efa HMGR inh -2, APP 5'UTR act 1 and APP 5UTR inh -2.
`CCCCNC(=O)N1CCN(Cc2ccc(F)cc2)CC1` gave Redox H2O2 prof -0.1, NF-kB expr up 1, FLuc act counter 1, G6PDH CS 10, FLuc inhib CS -3, STAT1 act 99, Hsp70 act 0.1, Efa HMGR inh -7, APP 5'UTR act 7 and APP 5UTR inh -7.
Screening COc1ccc2[nH]c(=O)c(CN(C)C(=O)C3CCCCC3)cc2c1 returned Redox H2O2 prof -0.2, NF-kB expr up 0.88, FLuc act counter 1, G6PDH CS 16, FLuc inhib CS 3, STAT1 act 100, Hsp70 act -0.5, Efa HMGR inh -1, APP 5'UTR act 7 and APP 5UTR inh -7.
Screening N#CCSc1nc(N)c(C#N)c(C2CCCCC2)c1C#N returned Redox H2O2 prof 1.8, NF-kB expr up 1.3, FLuc act counter 1, G6PDH CS 2, FLuc inhib CS -4, STAT1 act 100, Hsp70 act -0.5 and Efa HMGR inh -3.
CC1(C)O[C@H]2OC([C@H](O)CON3C(=O)c4ccccc4C3=O)[C@H](O)[C@H]2O1 (some centres not stated) was read as Redox H2O2 prof 0.6, NF-kB expr up 0.93, FLuc act counter 1.1, G6PDH CS 14, FLuc inhib CS -6, STAT1 act 104, Hsp70 act -0.4, Efa HMGR inh -1, APP 5'UTR act 6 and APP 5UTR inh -6.
`CCn1c(SCC(=O)N/N=C/c2cccs2)nc2ccccc21` gave Redox H2O2 prof -0.6, NF-kB expr up 0.92, FLuc act counter 1, G6PDH CS 4, FLuc inhib CS -4, STAT1 act 103, Hsp70 act -0.1, Efa HMGR inh -5, APP 5'UTR act -4 and APP 5UTR inh 4.
COc1ccc(C(C(=O)NC2CCCCC2)N(Cc2cccs2)C(=O)Cc2c[nH]c3ccccc23)cc1OC (configuration not stated) was read as Redox H2O2 prof -6.6, NF-kB expr up 0.95, FLuc act counter 1.1, G6PDH CS -18, FLuc inhib CS -8, STAT1 act 97, Hsp70 act 0.0, Efa HMGR inh -1, APP 5'UTR act -6 and APP 5UTR inh 6.
Cc1ccc(/C=N/NC(=O)CSc2nc3nc(C)cc(C)n3n2)cc1 was read as Redox H2O2 prof -4.4, NF-kB expr up 1.4, FLuc act counter 0.9, G6PDH CS 4, FLuc inhib CS 6, STAT1 act 98, Hsp70 act 0.2, Efa HMGR inh 1, APP 5'UTR act -15 and APP 5UTR inh 15.
Screening Cc1ccc(N2C(=O)N(CC(=O)NC(N)=O)C(=O)C2C)cc1 (configuration not stated) returned Redox H2O2 prof -1.7, NF-kB expr up 1, FLuc act counter 1, G6PDH CS 14, FLuc inhib CS 0, STAT1 act 101, Hsp70 act -0.3, Efa HMGR inh 2, APP 5'UTR act -16 and APP 5UTR inh 16.
Screening Cn1cccc1C1C(C#N)=C(N)OC2=C1C(=O)CC(C)(C)C2 (configuration not stated) returned Redox H2O2 prof -0.1, NF-kB expr up 1.1, FLuc act counter 1.1, G6PDH CS 18, FLuc inhib CS -5, STAT1 act 103, Hsp70 act -0.3, Efa HMGR inh -3, APP 5'UTR act -5 and APP 5UTR inh 5.
Screening Cc1oc(-c2ccccc2Cl)nc1CN(Cc1ccccn1)C[C@@H]1CCC(=O)N1 returned Redox H2O2 prof -0.7, NF-kB expr up 1.3, FLuc act counter 1.1, G6PDH CS 18, FLuc inhib CS -5, STAT1 act 102, Hsp70 act 0.0, Efa HMGR inh -3, APP 5'UTR act 13 and APP 5UTR inh -13.
CCC(C)c1ccc(NC(=O)c2cccnc2)cc1 (configuration not stated) was read as Redox H2O2 prof -2.9, NF-kB expr up 3.9*, FLuc act counter 0.7, G6PDH CS 12, FLuc inhib CS 28, STAT1 act 133*, Hsp70 act 0.1, Efa HMGR inh -11, APP 5'UTR act 104 and APP 5UTR inh -104.
`CCOc1ccc(N2C(=O)CC(N3CCN(C(=O)CN4CCCC4)CC3)C2=O)cc1` (configuration not stated) gave Redox H2O2 prof 0.1, NF-kB expr up 1.1, FLuc act counter 1.1, G6PDH CS 4, FLuc inhib CS -9, STAT1 act 96, Hsp70 act -0.2, Efa HMGR inh -2, APP 5'UTR act 5 and APP 5UTR inh -5.
`O=C(Nc1ccc(C(=O)O)cc1)/C(=C/c1ccc2c(c1)OCO2)NC(=O)c1cccc(Br)c1` gave Redox H2O2 prof -0.1, NF-kB expr up 1.3, FLuc act counter 1, G6PDH CS 2, FLuc inhib CS -4, STAT1 act 97, Hsp70 act 0.2, Efa HMGR inh -3, APP 5'UTR act -26 and APP 5UTR inh 26.
For CCOc1ccc(Cc2nnc(N)s2)cc1OCC the results were Redox H2O2 prof 0.8, NF-kB expr up 1.1, FLuc act counter 1.1, G6PDH CS -16, FLuc inhib CS -5, STAT1 act 93, Hsp70 act -0.3, Efa HMGR inh -1, APP 5'UTR act 5 and APP 5UTR inh -5.
For Cn1c2c(c(=O)n(C)c1=O)CN(CC1CCCO1)CN2 (configuration not stated) the results were Redox H2O2 prof -0.4, NF-kB expr up 1.3, FLuc act counter 1.1, G6PDH CS 0, FLuc inhib CS -5, STAT1 act 89, Hsp70 act 0.1, Efa HMGR inh 1, APP 5'UTR act 2 and APP 5UTR inh -2.
For CCCc1nc2ccccc2n1Cc1ccccc1OC the results were Redox H2O2 prof -0.8, FLuc act counter 1, G6PDH CS 3, FLuc inhib CS -3, STAT1 act 89, Hsp70 act -0.3, Efa HMGR inh -2, APP 5'UTR act 2 and APP 5UTR inh -2.
Screening COc1ccc(Nc2nc(N)nc(CN3CCC(C)CC3)n2)cc1 returned Redox H2O2 prof -0.4, NF-kB expr up 0.96, FLuc act counter 1, G6PDH CS 6, FLuc inhib CS 0, STAT1 act 106, Hsp70 act -0.1, Efa HMGR inh -1, APP 5'UTR act 6 and APP 5UTR inh -6.
`CCCn1c(SCC(=O)NC2CCCC(C)C2C)n[nH]c1=O` (configuration not stated) gave Redox H2O2 prof 0.8, NF-kB expr up 1.1, FLuc act counter 1.1, G6PDH CS -7, FLuc inhib CS -9, STAT1 act 104, Hsp70 act -0.3, Efa HMGR inh -2, APP 5'UTR act 9 and APP 5UTR inh -9.
Screening Cn1c(NCC(O)c2ccccc2)nc2c1c(=O)n(Cc1ccc(Cl)c(Cl)c1)c(=O)n2C (configuration not stated) returned Redox H2O2 prof 0.9, STAT1 act 107, Hsp70 act 0.1, APP 5'UTR act 0 and APP 5UTR inh 0.
Screening CCOC(=O)CCNc1n[nH]c(=O)[nH]c1=O returned Redox H2O2 prof 2.5, NF-kB expr up 1, FLuc act counter 1.1, G6PDH CS -10, FLuc inhib CS -8, STAT1 act 110, Hsp70 act -0.2, Efa HMGR inh -3, APP 5'UTR act 10 and APP 5UTR inh -10.
`Cc1ccc(-c2nnc(NCc3nc4ccccc4[nH]3)c3ccccc23)cc1S(=O)(=O)N1CCCCC1` gave Redox H2O2 prof 0.8, NF-kB expr up 0.56, FLuc act counter 1.1, G6PDH CS -21, FLuc inhib CS -8, STAT1 act 95, Hsp70 act -0.3, Efa HMGR inh 4, APP 5'UTR act 0 and APP 5UTR inh 0.
For C=CCn1c(N)c(S(=O)(=O)c2cccs2)c2nc3ccccc3nc21 the results were Redox H2O2 prof -1.2, NF-kB expr up 0.95, FLuc act counter 1, G6PDH CS 11, FLuc inhib CS 0, STAT1 act 109, Hsp70 act 0.0, Efa HMGR inh -3, APP 5'UTR act -3 and APP 5UTR inh 3.
`COc1ccc(C(=O)NCC(=O)N/N=C/C=C/c2ccccc2)cc1OC` gave Redox H2O2 prof -0.1, NF-kB expr up 1.1, FLuc act counter 1, G6PDH CS 10, FLuc inhib CS 4, STAT1 act 92, Hsp70 act -0.1, Efa HMGR inh -4, APP 5'UTR act -8 and APP 5UTR inh 8.
Screening Cc1cc(C)c2c(c1)/C(=N/NS(=O)(=O)c1ccccc1)CCC2 returned Redox H2O2 prof 0.1, NF-kB expr up 1.2, FLuc act counter 1, G6PDH CS 4, FLuc inhib CS -2, STAT1 act 104, Hsp70 act -0.2, Efa HMGR inh -6, APP 5'UTR act -18 and APP 5UTR inh 18.
Screening Cc1nc2ccccc2c(=O)n1/N=C/c1ccccc1 returned Redox H2O2 prof 1.4, NF-kB expr up 1.6, FLuc act counter 1, G6PDH CS 1, FLuc inhib CS -3, STAT1 act 123, Hsp70 act 0.0, Efa HMGR inh -6, APP 5'UTR act 12 and APP 5UTR inh -12.
For N/C(Cc1ccc(Cl)cc1Cl)=N\OC(=O)c1cccs1 the results were Redox H2O2 prof -3.6, NF-kB expr up 1.3, FLuc act counter 1.1, G6PDH CS -7, FLuc inhib CS -7, STAT1 act 105, Hsp70 act -0.3, Efa HMGR inh 3, APP 5'UTR act 7 and APP 5UTR inh -7.
O=C(Nc1nc2ccc(S(=O)(=O)N3CCCCC3)cc2s1)c1cccnc1 was read as Redox H2O2 prof -0.1, NF-kB expr up 0.87, FLuc act counter 1, G6PDH CS 1, FLuc inhib CS -4, STAT1 act 91, Hsp70 act 0.5, Efa HMGR inh -1, APP 5'UTR act -8 and APP 5UTR inh 8.
`O=C(O)CC1S/C(=N/N=C/C=C/c2ccccc2)NC1=O` (configuration not stated) gave Redox H2O2 prof -0.2&-0.5, NF-kB expr up 1.6&1.2, FLuc act counter 0.9&0.8, G6PDH CS 5&-5, FLuc inhib CS 7&18, STAT1 act 95&111, Hsp70 act -0.3&-0.1, Efa HMGR inh 1&0, APP 5'UTR act -3&-7 and APP 5UTR inh 3&6.
`NC(=O)NC(=O)CSc1cccc(C(F)(F)F)c1` gave Redox H2O2 prof 2.4, NF-kB expr up 0.96, FLuc act counter 1, G6PDH CS 6, FLuc inhib CS -4, STAT1 act 100, Hsp70 act -0.3, Efa HMGR inh 4, APP 5'UTR act -2 and APP 5UTR inh 2.
O=C(CSc1nnc2ccccn12)Nc1ccccc1C(=O)O was read as Redox H2O2 prof 0.0, NF-kB expr up 1, FLuc act counter 1, G6PDH CS 3, FLuc inhib CS 2, STAT1 act 99, Hsp70 act -0.1, Efa HMGR inh 3, APP 5'UTR act 11 and APP 5UTR inh -11.
CN(c1cccc(NC(=O)c2cccc([N+](=O)[O-])c2)c1)S(C)(=O)=O was read as Redox H2O2 prof -1.2, NF-kB expr up 1.1, FLuc act counter 0.9, G6PDH CS 19, FLuc inhib CS 5, STAT1 act 110, Hsp70 act -0.2, Efa HMGR inh -5, APP 5'UTR act 12 and APP 5UTR inh -12.
